Source: PubChem
TNAP activators – human TNAP enzyme activators, primary screen, biochemical, luminescent, no phosphate acceptor, uHTS (AID 1001); purified TNAP, luminescent activation assay, no phosphate acceptor; higher activation fold means a stronger effect; activation fold at 20 µM; hits with a dose series show EC50 in µM; actives 0.03% (n = 200,000); in the data active means activation fold from about 3, or a potency from the dose series; inactive means the rest, 99 in 100 with activation fold below about 1.6; further: many of its hits are not listed in these tables
bCat nuc transl – modulators of beta-catenin nuclear translocation | HeLa beta-catenin nuclear translocation, immunofluorescence imaging | actives 0.3% (n = 190,000) | nuclear translocation activity, % at 5 µM;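 active means nuclear translocation activity above 50% at 5 µM, with a well cell count of 50 or more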;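 further: per-cell ratio of nuclear to cytoplasmic median beta-catenin stain intensity; plate controls were DMSO negative control for no effect and GSK-3 inhibitor IX positive control for full effect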
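Test system: human HeLa cells, native beta-catenin. Compound dosing: 5 µM primary single dose, 0.1% DMSO, 0.02–20 µM confirmation series. Incubation: compound exposure 24 h at 37°C. Detection: beta-catenin immunostaining with DAPI counterstain, 20x imaging, 6 fields/well. Read-out basis: Nuclear/cytoplasmic beta-catenin signal ratio, % activation.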
Ins promoter up – MIN6 insulin promoter up-regulation. actives 0.3% (n = 190,000). MIN6 insulin promoter-GFP reporter, high-content imaging; stronger effect = higher value. z-score at 5 µM;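 active means z-score above 3 at 5 µM with at least 500 cells counted in the well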
human PMI inhibition – MPI enzyme activity inhibition – biochemical, fluorescence intensity, coupled assay, primary screen (AID 1209). purified PMI enzyme, coupled fluorescence intensity; higher % means a stronger effect. inhibition, % at 20 µM; hits with a dose series show IC50 in µM. actives 0.42% (n = 190,000);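 further: plate controls were DMSO vehicle for no effect and wells lacking substrate for full effect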
human PMI inhibitors – human PMI inhibitors, high substrate, primary screen, biochemical, fluorescence intensity, high mannose 6-phosphate (AID 1220). one-dose inhibition, % at 20 µM; IC50 in µM for titrated hits. actives 0.66% (n = 190,000). recombinant PMI enzyme, coupled fluorescence intensity; higher % means a stronger effect
Lipid droplet – hepatic lipid droplet formation modulation; AML12 mouse hepatocytes, oleate lipid droplets, BODIPY imaging; inhibition, % at 6.5 µM; actives 0.4% (n = 240,000); AID 1656;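 active means lipid droplet intensity inhibited by at least 50%, with more than 500 cells counted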
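System: AML12 hepatocytes (mouse). Probe or stimulus: oleic acid at 100 µM to induce lipid droplet formation. Times: overnight treatment with compound plus oleate. Detection: Image-based BODIPY and DAPI two-channel analysis. Evaluation: percent inhibition of filter-corrected integrated lipid droplet intensity per well.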
MT stabilize HCS – stabilizes microtubules in HeLa cells | AID 2205 | HeLa tubulin immunostaining HCS, 24 h; share of cells brighter than vehicle mean+2SD | actives 0.83% (n = 200,000) | % tubulin-high responders, % at 10 µM;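 active means plate Z-score above 3 for both tubulin-high and condensed-nucleus cell shares, with cell loss under 80%, at 10 µM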;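 further: anti alpha tubulin signal scored within the nucleus-defined area of each cell; some results filed as inactive read as strong as hits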
Autophagy mod – alters autophagy in cells | MEF GFP-LC3 puncta imaging; test concentration mostly 10 µM | calls only at 10 µM (by protocol) | actives 0.98% (n = 190,000);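 active means percentage of spot-positive cells more than 3 SD above its plate mean, without a fluorescence outlier flag or 80% toxicity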;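 further: spot-positive cell cutoff set from DMSO-treated cells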
T cell HTS – T cell immune modulation candidate | 2C CD8+ T cell-vesicle binding, flow cytometry; stronger effect = lower value | actives 0.068% (n = 330,000) | calls only at 7 µM;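 active means response, share of CD8 T cells binding vesicles, and their 90th percentile fluorescence all below set limits, cut at about 80% in these data, passing the limit was not always enough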
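Also added: QL9-peptide-loaded Drosophila micro-vesicles bearing Ld, ICAM-1 and B7-1; Test system: purified 2C TCR transgenic mouse naive CD8+ T cells; Measured by: cytometric PE anti-B7-1 and Alexa647 anti-CD8 signals after 1% paraformaldehyde fixation; Timing: binding step 1.5 h, 37 °C, antibody labelling 20 min, ice.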
Ins promoter up cell count – recorded beside Ins promoter up, whose call it bears; cell count; measured here: cytotoxicity, nuclei count;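 total cells summed across four imaged fields per well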
Lipid droplet cells 6.5 µM – recorded beside Lipid droplet, whose call it bears; cell count; measured here: cell count, cytotoxicity flag;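 cells counted across two imaged fields per well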
bCat nuc transl cell count 5 µM – also measured in bCat nuc transl; calls as there; cell count; measured here: cell count, cytotoxicity flag
T cell HTS vesicle-bound % – further read-out of T cell HTS, marked with its call; double positive events, %; measured here: CD8+ vesicle-bound cell fraction;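 binding gate set so that unloaded-vesicle control wells show 10% double positive cells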
MT stabilize HCS Hoechst-high % – further read-out of MT stabilize HCS, marked with its call; % Hoechst-high responders; measured here: nuclear condensation Hoechst responders;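 share of cells brighter than vehicle mean plus two SD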
MT stabilize HCS cytotoxicity % – also measured in MT stabilize HCS; calls as there; toxicity, %; measured here: cytotoxicity by cell density;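 0% = mean cell density of plate MIN control wells and 100% = no cells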
Autophagy mod cell loss 18 h – second read-out of Autophagy mod, no call of its own (marks repeat the call); toxicity, %; measured here: cell loss, nuclei count;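 cell loss after 18 h compound exposure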
Starred values were filed as active, the others as inactive; i = inactive; . = no result given. Unless noted, no stated cut-off is given here; in the data, active means inhibition above about 50%; inactive means the rest.

| entry | SMILES | bCat nuc transl | MT stabilize HCS Hoechst-high % | Lipid droplet cells 6.5 µM | human PMI inhibition | MT stabilize HCS cytotoxicity % | TNAP activators | MT stabilize HCS | Ins promoter up |
| --- | --- | --- | --- | --- | --- | --- | --- | --- | --- |
| 1 | CCCCCC1CC(CC(=O)O)C(=O)O1 (stereo not given) | -2.6 | 2.0 | 771 | 1% | 8.9 | 1.1 | 2.1 | -0.64 |
| 2 | Cc1nc(-c2ccc(O)c(O)c2)cs1 | . | 2.0 | 618 | 47% | 6.2 | 0.9 | 2.3 | -0.37 |
| 3 | O=c1c([N+](=O)[O-])c(N2CCOCC2)c2ccccc2n1Cc1ccccc1 | 1.5 | 3.1 | 726 | 0% | 5.5 | 1 | 1.6 | -0.51 |
| 4 | CCCCCCC(=O)c1c(C)[nH]c(C(=O)OCC)c1C | -1.2 | 2.3 | 627 | 19% | 9.0 | 1.1 | 3.2 | -1.1 |
| 5 | CC1CCCC(NC(=O)CCC(=O)c2ccc(F)cc2)C1C (stereo not given) | -0.2 | . | 634 | . | . | . | . | 0.12 |
| 6 | O=C(CCSc1ccc(Cl)cc1)c1cccs1 | -1.6 | 1.8 | 664 | 15% | 7.8 | 1 | 1.3 | 0.1 |
| 7 | CCOc1ccc(C2C(C(=O)c3ccco3)=C(O)C(=O)N2Cc2cccnc2)cc1 (stereo not given) | . | 1.7 | 732 | 13% | 4.2 | 1.1 | 3.7 | . |
| 8 | CCCCC(CC(C)O)c1n[nH]c(=S)n1-c1ccccc1 (stereo not given) | 0.6 | 1.9 | 613 | 19% | 8.0 | 1.2 | 3.8 | 0.24 |
| 9 | CCNC(=O)/C(=C/c1cccc([N+](=O)[O-])c1)NC(=O)c1ccc(C)cc1 | -0.5 | 1.4 | 688 | 4% | 5.1 | 1 | 5.2 | -0.16 |
| 10 | NC(=O)COC(=O)[C@@H]1CC(O)CN1S(=O)(=O)c1ccc2c(c1)OCCO2 (stereo not given in full) | -0.1 | . | 647 | . | . | . | . | 1.2 |
| 11 | Cc1ccc2nc(-c3ccc(NC(=O)CSc4nccc(=O)[nH]4)cc3)sc2c1 | 1.2 | 1.5 | 697 | -10% | 10 | 1.2 | 5.5 | -0.02 |
| 12 | C=CCNS(=O)(=O)c1ccc2c(c1)n(C)c(=O)n2C | -2.1 | 3.5 | 746 | -9% | 8.4 | 1.1 | 2.3 | . |
| 13 | Cc1oc(-c2ccc(Cl)cc2)nc1CN1CCCC(C(=O)NCCCN2CCCC2=O)C1 (stereo not given) | . | 2.5 | . | 9% | 7.7 | 1 | 6.2 | 1 |
| 14 | Cc1cc2nc3c(=O)[nH]c(=O)[nH]c3nc2c([N+](=O)[O-])c1N | -3.5 | 3.5 | 696 | 10% | 8.4 | 1.7 | 3.3 | . |
| 15 | COC(=O)c1ccccc1NC(=O)CC#N | 1.0 | 1.8 | . | -2% | 12 | 1.1 | 3.0 | 0.66 |

| entry | Ins promoter up cell count | human PMI inhibitors | Autophagy mod | Lipid droplet | Autophagy mod cell loss 18 h | T cell HTS vesicle-bound % | bCat nuc transl cell count 5 µM | T cell HTS |
| --- | --- | --- | --- | --- | --- | --- | --- | --- |
| 1 | 918 | 4% | i | -20 | 9 | 55 | 1221 | i |
| 2 | 826 | 47% | i | -14 | 3 | 36 | . | i |
| 3 | 1429 | 5% | i | -5 | 7 | 5 | 1094 | i |
| 4 | 1165 | 11% | i | -9 | -4 | 24 | 1098 | i |
| 5 | 1355 | . | . | -26 | . | 21 | 982 | i |
| 6 | 1945 | 14% | i | 0 | -22 | 20 | 994 | i |
| 7 | . | 6% | i | -8 | -3 | 46 | . | i |
| 8 | 1440 | -7% | i | 16 | 5 | 45 | 1110 | i |
| 9 | 1675 | 5% | i | 17 | 5 | 62 | 1051 | i |
| 10 | 1001 | . | . | -1 | . | 31 | 1352 | i |
| 11 | 1441 | -9% | i | -6 | 16 | 48 | 1567 | i |
| 12 | . | -7% | i | 19 | 2 | 41 | 621 | i |
| 13 | 796 | 6% | i | . | 0 | 29 | . | i |
| 14 | . | 53%* | i | 3 | -6 | . | 1085 | . |
| 15 | 1213 | 3% | i | . | 25 | 43 | 983 | i |

4 entries already listed, ordered by their value in TNAP activators, high to low.
nr	smiles	TNAP activators
14	Cc1cc2nc3c(=O)[nH]c(=O)[nH]c3nc2c([N+](=O)[O-])c1N	1.7
8	CCCCC(CC(C)O)c1n[nH]c(=S)n1-c1ccccc1 (stereo not given)	1.2
15	COC(=O)c1ccccc1NC(=O)CC#N	1.1
13	Cc1oc(-c2ccc(Cl)cc2)nc1CN1CCCC(C(=O)NCCCN2CCCC2=O)C1 (stereo not given)	1

4 entries picked at random from the list so far, as already listed:
| entry | SMILES | bCat nuc transl | MT stabilize HCS Hoechst-high % | Lipid droplet cells 6.5 µM | human PMI inhibition | MT stabilize HCS cytotoxicity % | TNAP activators | MT stabilize HCS | Ins promoter up |
| --- | --- | --- | --- | --- | --- | --- | --- | --- | --- |
| 13 | Cc1oc(-c2ccc(Cl)cc2)nc1CN1CCCC(C(=O)NCCCN2CCCC2=O)C1 (stereo not given) | . | 2.5 | . | 9% | 7.7 | 1 | 6.2 | 1 |
| 10 | NC(=O)COC(=O)[C@@H]1CC(O)CN1S(=O)(=O)c1ccc2c(c1)OCCO2 (stereo not given in full) | -0.1 | . | 647 | . | . | . | . | 1.2 |
| 2 | Cc1nc(-c2ccc(O)c(O)c2)cs1 | . | 2.0 | 618 | 47% | 6.2 | 0.9 | 2.3 | -0.37 |
| 3 | O=c1c([N+](=O)[O-])c(N2CCOCC2)c2ccccc2n1Cc1ccccc1 | 1.5 | 3.1 | 726 | 0% | 5.5 | 1 | 1.6 | -0.51 |

| entry | Ins promoter up cell count | human PMI inhibitors | Autophagy mod | Lipid droplet | Autophagy mod cell loss 18 h | T cell HTS vesicle-bound % | bCat nuc transl cell count 5 µM | T cell HTS |
| --- | --- | --- | --- | --- | --- | --- | --- | --- |
| 13 | 796 | 6% | i | . | 0 | 29 | . | i |
| 10 | 1001 | . | . | -1 | . | 31 | 1352 | i |
| 2 | 826 | 47% | i | -14 | 3 | 36 | . | i |
| 3 | 1429 | 5% | i | -5 | 7 | 5 | 1094 | i |

(more compounds)
| entry | SMILES | bCat nuc transl | MT stabilize HCS Hoechst-high % | Lipid droplet cells 6.5 µM | human PMI inhibition | MT stabilize HCS cytotoxicity % | TNAP activators | MT stabilize HCS | Ins promoter up |
| --- | --- | --- | --- | --- | --- | --- | --- | --- | --- |
| 16 | CCN1C=C(Cc2ccc(OC)cc2)C2=C(C1)C(c1ccc(OC)cc1)C(C#N)=C(N)O2 (stereo not given) | -1.2 | 1.7 | . | 0% | 5.2 | 1 | 2.8 | 0.36 |
| 17 | CCCCOc1ccc(NC2=NC3(CCCCC3)N=C(N)N2)cc1 | -0.6 | 8.0 | 659 | 11% | 41 | 2.8 | 23 | -0.84 |
| 18 | COc1ccc(OC)c(/C=N/c2c(-c3ccc(O)c(OC)c3)nc3ccccn23)c1 | -0.9 | 2.3 | 732 | 33% | 8.6 | 0.9 | 2.2 | -0.38 |
| 19 | COCCNC(=O)CSc1nc2cc(OC)c(OC)cc2c(=O)n1Cc1ccc(OC)cc1 | -0.5 | 1.8 | . | -2% | 9.9 | 1 | 1.8 | -0.24 |

| entry | Ins promoter up cell count | human PMI inhibitors | Autophagy mod | Lipid droplet | Autophagy mod cell loss 18 h | T cell HTS vesicle-bound % | bCat nuc transl cell count 5 µM | T cell HTS |
| --- | --- | --- | --- | --- | --- | --- | --- | --- |
| 16 | 945 | 28% | i | . | 12 | 42 | 1428 | i |
| 17 | 1859 | 11% | i | -6 | 3 | 29 | 1056 | i |
| 18 | 1278 | 44% | i | 1 | 17 | 30 | 1137 | i |
| 19 | 1701 | -2% | i | . | -2 | 23 | 1356 | i |
